Kir21 inh: Kir2.1 (mouse) channel inhibition; AID 1672; 0.85% of 310,000 active; HEK293-Kir2.1, FluxOR thallium flux fluorescence; hits give low values; B-score at 10 µM;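 active = fluorescence ratio B-score at or below minus 3 SD of library scores, with starting-brightness B-score within 2 SD, cut at about -4.2 in these data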;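 also: channel flux triggered by added potassium and thallium sulfate stimulus; B-score of peak minus minimum fluorescence over baseline after thallium stimulus; more negative B-score means stronger Kir2.1 block with less thallium influx; some compounds called inactive have numbers as strong as hits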
Target sequence (P35561 whole entry, looked up): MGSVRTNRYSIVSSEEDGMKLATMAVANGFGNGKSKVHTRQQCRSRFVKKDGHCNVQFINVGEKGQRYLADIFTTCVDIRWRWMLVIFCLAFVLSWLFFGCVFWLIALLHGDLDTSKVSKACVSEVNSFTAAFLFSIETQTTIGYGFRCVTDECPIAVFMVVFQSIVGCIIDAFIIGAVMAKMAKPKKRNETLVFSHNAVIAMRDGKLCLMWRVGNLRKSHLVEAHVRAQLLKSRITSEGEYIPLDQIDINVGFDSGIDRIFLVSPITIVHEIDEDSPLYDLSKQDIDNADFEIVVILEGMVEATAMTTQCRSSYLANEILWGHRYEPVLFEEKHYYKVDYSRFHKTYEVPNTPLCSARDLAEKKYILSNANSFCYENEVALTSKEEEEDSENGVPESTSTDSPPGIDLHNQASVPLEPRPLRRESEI
CHT inh: inhibitors of human choline transporter CHT. B-score at 10 µM. Q9GZV3. AID 488975. CHT-expressing cells, membrane potential dye, choline response; hits give low values. 0.86% of 310,000 active;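 active = B-score over 3 SD under the library average, and starting fluorescence ratio not unusually high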;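 also: choline stimulus applied at its EC90 after an EC20 pre-addition; B-score computed on integrated fluorescence ratio after choline addition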
Target sequence (Q9GZV3 whole entry, looked up): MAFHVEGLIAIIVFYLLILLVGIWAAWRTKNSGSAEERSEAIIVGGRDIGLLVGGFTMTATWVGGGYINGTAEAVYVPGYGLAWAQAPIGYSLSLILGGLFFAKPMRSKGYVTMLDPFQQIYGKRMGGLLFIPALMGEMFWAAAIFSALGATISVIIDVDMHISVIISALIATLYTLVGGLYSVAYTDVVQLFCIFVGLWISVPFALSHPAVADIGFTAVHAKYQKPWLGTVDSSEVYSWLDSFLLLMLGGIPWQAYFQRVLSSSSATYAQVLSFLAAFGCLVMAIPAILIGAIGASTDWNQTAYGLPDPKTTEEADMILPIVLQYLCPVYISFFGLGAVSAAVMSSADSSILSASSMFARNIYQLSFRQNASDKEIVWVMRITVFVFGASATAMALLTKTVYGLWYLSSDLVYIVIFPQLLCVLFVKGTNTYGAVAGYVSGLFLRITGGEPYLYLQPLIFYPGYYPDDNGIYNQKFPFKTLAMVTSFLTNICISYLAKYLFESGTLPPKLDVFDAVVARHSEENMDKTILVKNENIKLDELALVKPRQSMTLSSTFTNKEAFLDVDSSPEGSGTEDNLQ
Numbers without * were called inactive; & = joins results of further samples.

Screening CC(C)CCN1CCN(Cc2ccc(C#CC(C)(C)O)s2)CC1CCO (stereo not given) returned Kir21 inh -0.02 and CHT inh inactive.
`Cc1ccc(CN(N=Nc2nonc2N)c2nonc2N)c(C)c1` gave Kir21 inh 0.81 and CHT inh inactive.
CC(=O)c1cc(-c2ccccc2)n(CCC(=O)NC2CCCCC2)c1C was read as Kir21 inh 0.5 and CHT inh inactive.
For COc1ccc(C2(C(=O)NCCc3ccccc3)CCCC2)cc1 the results were Kir21 inh -3.1 and CHT inh inactive.
Screening Cc1ccc2nc(NCc3ccc(F)cc3)c3nncn3c2c1 returned Kir21 inh 0.04 and CHT inh inactive.
For O=C(Nc1cc(C(=O)N2CCN(c3ccccc3O)CC2)ccc1Cl)c1cccs1 the results were Kir21 inh 0.1 and CHT inh inactive.
`CCOc1ccc(CCNS(=O)(=O)c2cnc[nH]2)cc1OCC` gave Kir21 inh -0.34 and CHT inh inactive.
`Oc1ccccc1-c1nc(N2CCN(Cc3ccccc3)CC2)c2ccccc2n1` gave Kir21 inh -0.01 and CHT inh inactive.
`NC(=O)CSc1oc(-c2cccs2)nc1S(=O)(=O)c1ccccc1` gave Kir21 inh -0.6 and CHT inh inactive.
Screening COc1cccc(N2CCN(c3ccc4nnc(CCC(=O)Nc5ccc(F)cc5F)n4n3)CC2)c1 returned Kir21 inh -0.02 and CHT inh inactive.

The list goes on; the last two above are carried over.
`NC(=O)CSc1oc(-c2cccs2)nc1S(=O)(=O)c1ccccc1` gave Kir21 inh -0.6 and CHT inh inactive.
Screening COc1cccc(N2CCN(c3ccc4nnc(CCC(=O)Nc5ccc(F)cc5F)n4n3)CC2)c1 returned Kir21 inh -0.02 and CHT inh inactive.
`Oc1ccccc1-c1cc(-c2ccccc2Cl)[nH]n1` gave Kir21 inh -0.04 and CHT inh inactive.
`COc1ccc(N2CCN(S(=O)(=O)CCNC(=O)c3cccs3)CC2)cc1` gave Kir21 inh -1.6 and CHT inh inactive.
For CN(C)CCCNC(NC(=O)/C=C/c1ccccc1)C(Cl)(Cl)Cl (stereo not given) the results were Kir21 inh -0.14 and CHT inh inactive.
`CCN(c1ccccc1)S(=O)(=O)c1ccc(C(=O)Nc2nnc(-c3ccco3)o2)cc1` gave Kir21 inh 0.38 and CHT inh inactive.
Screening CN(c1ccccc1)S(=O)(=O)c1cccc(NC(=O)CSc2n[nH]c(N)n2)c1 returned Kir21 inh -0.79 and CHT inh inactive.
`CN(C(=O)COC(=O)c1ccc(Br)c([N+](=O)[O-])c1)c1c(N)n(Cc2ccccc2)c(=O)[nH]c1=O` gave Kir21 inh 0.4 and CHT inh inactive.
O=C(CSc1nc2[nH]ncc2c(=O)[nH]1)NCCc1ccccc1 was read as Kir21 inh -2.5 and CHT inh inactive.
Screening C=C(C)C1CC=C(C)/C(=N/NC(=O)c2ccc(NC(=O)CCC)cc2)C1 (stereo not given) returned Kir21 inh -0.05 and CHT inh inactive.
Screening Cc1c(O)c2c3c(cccc3c1O)C(=O)N(c1ccccc1)C2=O returned Kir21 inh -8.5 and CHT inh inactive.
`Cc1noc(C)c1S(=O)(=O)N(CC(=O)O)c1ccc2c(c1)OCO2` gave Kir21 inh 0.03 and CHT inh inactive.
Cn1c(=O)c2c(nc(SCC(=O)NC34CC5CC(CC(C5)C3)C4)n2C)n(C)c1=O was read as Kir21 inh 0.14 and CHT inh inactive.
Screening CCOC(=O)N1CCN(C(=S)Nc2ccc(C)cc2)CC1 returned Kir21 inh -0.81 and CHT inh inactive.
Screening COc1cc(C(=O)N2CCC(n3c(C)nc4cc(F)ccc43)CC2)cc(OC)c1OC returned Kir21 inh -1.5 and CHT inh inactive.
CCOc1ccc(-c2noc(CCC(=O)NC)n2)cc1OCC was read as Kir21 inh -0.08 and CHT inh inactive.
`CCCCC1(Cc2ccc(OC)c([N+](=O)[O-])c2)C(=O)N(c2ccccc2)N(c2ccccc2)C1=O` gave Kir21 inh 0.01 and CHT inh inactive.
`C/C(=N\Nc1ccc([N+](=O)[O-])cc1)c1ccc(N)cc1` gave Kir21 inh 0.65 and CHT inh inactive.
Screening O=C(Cn1nnc(-c2ccccc2F)n1)Nc1ccc(C(=O)N2CCOCC2)cc1 returned Kir21 inh -0.88 and CHT inh inactive.
`O=C(NC1=C(NC2CCS(=O)(=O)C2)C(=O)c2ccccc2C1=O)c1ccccc1` (stereo not given) gave Kir21 inh -1.9 and CHT inh inactive.
`Cc1[nH]n(-c2nc(-c3ccccc3)cc(=O)[nH]2)c(=O)c1CCO` gave Kir21 inh -0.1 and CHT inh inactive.
Screening COc1cc(C)c(Br)cc1S(=O)(=O)NCCN1CCOCC1 returned Kir21 inh -0.09 and CHT inh inactive.

Of the compounds above, 3 contain a Cl atom:
For O=C(Nc1cc(C(=O)N2CCN(c3ccccc3O)CC2)ccc1Cl)c1cccs1 the results were Kir21 inh 0.1 and CHT inh inactive.
`Oc1ccccc1-c1cc(-c2ccccc2Cl)[nH]n1` gave Kir21 inh -0.04 and CHT inh inactive.
For CN(C)CCCNC(NC(=O)/C=C/c1ccccc1)C(Cl)(Cl)Cl (stereo not given) the results were Kir21 inh -0.14 and CHT inh inactive.

The list continues:
For CCN(Cc1ccccc1)C(=O)CSc1ncn[nH]1 the results were Kir21 inh 0.4 and CHT inh inactive.
Screening CCn1cc(/C=C(\NC(=O)c2ccccc2Cl)C(=O)N2CCOCC2)c2ccccc21 returned Kir21 inh 1.1 and CHT inh inactive.
Screening CCCCn1c(N)c(N(CCOC)C(=O)COC(=O)COc2ccccc2C#N)c(=O)[nH]c1=O returned Kir21 inh 1.4 and CHT inh inactive.
For COc1ccccc1NNC(=O)c1cc(C(C)(C)C)nn1Cc1ccccc1 the results were Kir21 inh -0.08 and CHT inh inactive.
Screening COc1cc(/C=C2\SC(N3CCc4ccccc4C3)=NC2=O)cc(OC)c1OC returned Kir21 inh 0.39 and CHT inh inactive.
`Cc1cc(Cl)ccc1NC(=S)N1CCN(Cc2ccccc2)CC1` gave Kir21 inh -0.29 and CHT inh inactive.
For Cc1ccc(C(C(=O)NCCc2ccccc2)N(C(=O)c2csnn2)C2CC2)o1 (stereo not given) the results were Kir21 inh -1.2 and CHT inh inactive.
For Cc1ccc(S(=O)(=O)N(C)C)cc1NC(=O)COC(=O)c1ccc2c(=O)n3c(nc2c1)CCC3 the results were Kir21 inh 0.15 and CHT inh inactive.
Screening CSc1nc(-c2ccc(Cl)cc2)nn1C(=O)c1ccco1 returned Kir21 inh -0.86 and CHT inh inactive.
Screening O=C(Nc1cccc(C(F)(F)F)c1)c1cncs1 returned Kir21 inh -1.5 and CHT inh inactive.

In the list so far, these have a furan ring, fused or not:
`CCN(c1ccccc1)S(=O)(=O)c1ccc(C(=O)Nc2nnc(-c3ccco3)o2)cc1` gave Kir21 inh 0.38 and CHT inh inactive.
For Cc1ccc(C(C(=O)NCCc2ccccc2)N(C(=O)c2csnn2)C2CC2)o1 (stereo not given) the results were Kir21 inh -1.2 and CHT inh inactive.
Screening CSc1nc(-c2ccc(Cl)cc2)nn1C(=O)c1ccco1 returned Kir21 inh -0.86 and CHT inh inactive.

(further entries)
For C=CCN1C(=O)C(CC(=O)O)SC1=Nc1ccc(C)cc1 (stereo not given) the results were Kir21 inh 0.9 and CHT inh inactive.
`COc1cccc(C(O)c2cnc(C(C)C)n2C)c1OC` (stereo not given) gave CHT inh inactive.
COCCn1nnnc1C(c1ccc(OC)c(OC)c1)N1CCN(C(=O)c2ccco2)CC1 (stereo not given) was read as Kir21 inh 1.3 and CHT inh inactive.
Screening Cc1cc(Cl)c2oc(C(=O)N(C)Cc3nccn3C)c(C)c2c1 returned Kir21 inh -0.64.
Cc1ccc(C)c(N2CCN(S(=O)(=O)c3c(C)[nH]c(C)c3C(=O)N3CCCC3)CC2)c1 was read as Kir21 inh 1.9 and CHT inh inactive.
O=C(CCCCn1c(=O)c2ccccc2n(CC(=O)NC2CCCC2)c1=O)NCc1ccco1 was read as Kir21 inh 1.6 and CHT inh inactive.
`CCCSc1nsc(SCCC)c1C(N)=O` gave Kir21 inh -0.3 and CHT inh inactive.
Screening CCCn1nnnc1-c1cc(Cl)cc(Cl)c1 returned Kir21 inh 0.43 and CHT inh inactive.
CC1CCN(c2ccc3nnc(CCC(=O)N4CCN(c5ccccc5F)CC4)n3n2)CC1 was read as Kir21 inh 0.42 and CHT inh inactive.
O=C(COC(=O)c1ccc(Cl)nc1)c1ccc2c(c1)OCCO2 was read as Kir21 inh 0.27 and CHT inh inactive.
Screening N#C/C(=C(\O)Cc1ccccc1)c1nc2ccccc2[nH]1 returned Kir21 inh 0.5 and CHT inh inactive.
`CC(C)Cc1nnc(NC(=O)CN2C(=O)NC3(CCCC3)C2=O)s1` gave Kir21 inh -0.14 and CHT inh inactive.
Screening CCCCNC(=O)OCCNC(=O)NC returned Kir21 inh 0.06 and CHT inh inactive.
Screening N#Cc1ccc(C(=O)Nc2ccn(-c3ccccc3)n2)cc1 returned Kir21 inh 1.4 and CHT inh inactive.
CCc1ccc[n+](-c2[nH]c(=O)sc2/C=N/N=C(\[O-])c2ccncc2)c1 was read as Kir21 inh 1.4 and CHT inh inactive.
CC(CC(=O)Nc1cccc(Cl)c1)c1ccccc1 (stereo not given) was read as Kir21 inh 0.23 and CHT inh inactive.
Screening Cc1ccnc(NS(=O)(=O)c2ccc(NC(=O)c3snnc3C)cc2)n1 returned Kir21 inh 1.1 and CHT inh inactive.
For CCc1cc2c(nc1CC)CCN(CC/C(C)=N/O[C@@H](C)c1cc(-c3c(C)cc(C)cc3C)no1)C2 the results were Kir21 inh 0.03 and CHT inh inactive.
`O=S(=O)(c1ccccc1S(=O)(=O)N1CCCCC1)N1CCCCC1` gave Kir21 inh -0.04 and CHT inh inactive.
Screening COc1ccccc1CN1CC(C(=O)NCc2cccc(C)n2)CCC1=O (stereo not given) returned Kir21 inh -2.2 and CHT inh inactive.
`CCc1ccc(CN2CCC(n3nccc3NC(=O)C3CCCC3)CC2)cc1` gave Kir21 inh -0.61 and CHT inh inactive.
O=S(=O)(Nc1ncccn1)c1ccc(NC(=S)NCCc2ccccc2)cc1 was read as Kir21 inh -0.09 and CHT inh inactive.
Screening CCCCC[n+]1ccn(C2=C([O-])c3ccccc3C(=O)/C2=N\S(=O)(=O)c2ccc(Cl)cc2)c1 returned Kir21 inh -2.5 and CHT inh inactive.
`COc1ccc(NC(=O)Cc2nnc(SCC(=O)Nc3nccs3)n2C)cc1` gave Kir21 inh 1.1 and CHT inh inactive.
`COc1ccc(N2CC(C(=O)Nc3ccc(S(=O)(=O)N4CCCC4)cc3)CC2=O)cc1` (stereo not given) gave Kir21 inh -1.1 and CHT inh inactive.
For Cc1ccc(N(C(=O)Cc2cccs2)C(C(=O)NCC2CCCO2)c2ccncc2)cc1 (stereo not given) the results were Kir21 inh -1.1 and CHT inh inactive.
`O=C(CSc1ccc(-c2cccnc2)nn1)Nc1ccccc1C(F)(F)F` gave Kir21 inh 0.11 and CHT inh inactive.
For COc1ccc(CCN(C(=O)c2cccc(F)c2)C2CC(=O)N(c3ccc(OC)cc3)C2=O)cc1 (stereo not given) the results were Kir21 inh 1.4 and CHT inh inactive.
`Fc1cccc(Cl)c1-c1nnc2ccc(C(F)(F)F)cn12` gave Kir21 inh -1.6 and CHT inh inactive.
`COc1cccc(S(=O)(=O)NCC(=O)N2CCCC2)c1` gave Kir21 inh 0.6 and CHT inh inactive.
Screening CCC(c1nnc(SCc2nc3ccccc3s2)n1Cc1ccccc1)N(C)C (stereo not given) returned Kir21 inh -1.9 and CHT inh inactive.
Screening COc1ccccc1CN1CCNC(=O)C1CC(=O)N(C)Cc1cnccn1 (stereo not given) returned Kir21 inh 0.51.
For Cc1occc1C(=O)Nc1ccc2c(c1)CCC2 the results were Kir21 inh 0.1 and CHT inh inactive.
CCOC(=O)C1=C(C)NC(=O)NC1c1cccs1 (stereo not given) was read as Kir21 inh 0.78 and CHT inh inactive.
CCOC(=O)c1ccc(NC(=O)CSc2nnc(C3CCCCC3)n2C)cc1 was read as Kir21 inh 0.22 and CHT inh inactive.
For Cc1cc(-c2n[nH]c(=S)n2/N=C/C=C/c2ccco2)n[nH]1 the results were Kir21 inh 1.7 and CHT inh inactive.
`COc1ccc(CCN=CC2=C(O)CC(C)(C)CC2=O)cc1` gave Kir21 inh -0.55 and CHT inh inactive.
`COc1ccc(CCn2c(=S)[nH]c3cc(C(=O)NCc4ccco4)ccc3c2=O)cc1OC` gave CHT inh inactive.
Screening COC(=O)N1C(=O)[C@](c2ccc(Cl)cc2)(C(C)C)N1C(=O)OC returned Kir21 inh -0.04 and CHT inh inactive.
`COc1cc(C(=O)Nc2ccc(S(=O)(=O)Nc3nccc(C)n3)cc2)cc(OC)c1OC` gave Kir21 inh 1.1 and CHT inh inactive.
`Oc1c(C=C2N=c3ccccc3=N2)sc(=S)n1-c1ccc(F)cc1` gave Kir21 inh -0.03&0.06 and CHT inh inactive.
`Cc1cccc(NC(=O)C(CCC(N)=O)NC(=O)OCc2ccccc2)c1` (stereo not given) gave Kir21 inh 0.54 and CHT inh inactive.
For Cc1noc(C)c1C(=O)N1CCN(c2cccc(Cl)c2)CC1 the results were Kir21 inh 0.78 and CHT inh inactive.
For OC(c1ccccc1)c1nc2ccccc2s1 (stereo not given) the results were Kir21 inh -1.1 and CHT inh inactive.
`CC(C)N(C(=O)c1sc2cc([N+](=O)[O-])ccc2c1Cl)C(C)C` gave Kir21 inh 0.24 and CHT inh inactive.
For CCc1ccc(OCc2nnc(SCC(=O)NCC3CCCO3)n2C)cc1 (stereo not given) the results were Kir21 inh -1.4 and CHT inh inactive.
CCCCCCCCCNC(=O)[C@H](NC(=O)COc1ccccc1)[C@@H]1NC(C(=O)OC)C(C)(C)S1 (stereo not given in full) was read as Kir21 inh 0.03 and CHT inh inactive.
`Cc1ccc(-c2nc3ccccc3[nH]2)cc1NC(=O)c1sc2cc(Cl)ccc2c1Cl` gave Kir21 inh -0.17 and CHT inh inactive.
For O=C(NCc1ccccc1F)c1ccc2ccccc2n1 the results were Kir21 inh 0.04 and CHT inh inactive.
For O=C(Nc1ccc(F)cc1)C1CCN(S(=O)(=O)c2cccc3nonc23)CC1 the results were Kir21 inh -1.2 and CHT inh inactive.
